LDHA block: LDHA (human) enzyme inhibition; P00338; purified LDHA, NADH/diaphorase-resazurin fluorescence; hits give low values; activity change, % (values are at about 110 or 230 µM); actives 0.15% (n = 480,000); AID 1347041; in the data active = activity change below about -30%; inconclusive = mostly about -25% to -30%;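 also: plate controls were DMSO wells for no effect and wells without enzyme for full effect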
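Human LDH5 (2 nM) was incubated with 0.06 mM NADH and 0.2 mM pyruvate for 5 min at room temperature in Tris pH 7.4. Remaining NADH was coupled through diaphorase/resazurin, and resorufin fluorescence was read at 0 and 20 min.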
GRP78 ERSR act: ER stress response induction in glioma | actives 0.02% (n = 420,000) | U87-MG GRP78 promoter luciferase reporter, 16 h | Potency, µM, for inactives: at the highest dose activation, most hits filed as activators; also: potency is read from the fitted curve at half-maximal effect; series mostly up to about 76 µM; % of control where 0% means no effect; nearly all actives have a fitted effect of over 35% in size
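Stably transfected U87-MG human glioma cells carrying a GRP78-based luminescent sensor were seeded at 1000 cells/well, pin-dosed with compounds and incubated 16 h. Luciferase reagent was then added, and end-point luminescence was read after 10 min at room temperature.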
PI4K2A inh: inhibitors of human PI4K2A | Q9BTU6 | purified PI4K2A, ADP-Glo luminescence, 1 h; hits give low values | activity change, negative = inhibition, % at 76.9 µM | actives 0.13% (n = 420,000); in the data active = activity change below about -50%; inconclusive = mostly about -30% to -49%;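 also: -100% = wells without enzyme as full effect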
Target sequence (Q9BTU6 whole entry, looked up): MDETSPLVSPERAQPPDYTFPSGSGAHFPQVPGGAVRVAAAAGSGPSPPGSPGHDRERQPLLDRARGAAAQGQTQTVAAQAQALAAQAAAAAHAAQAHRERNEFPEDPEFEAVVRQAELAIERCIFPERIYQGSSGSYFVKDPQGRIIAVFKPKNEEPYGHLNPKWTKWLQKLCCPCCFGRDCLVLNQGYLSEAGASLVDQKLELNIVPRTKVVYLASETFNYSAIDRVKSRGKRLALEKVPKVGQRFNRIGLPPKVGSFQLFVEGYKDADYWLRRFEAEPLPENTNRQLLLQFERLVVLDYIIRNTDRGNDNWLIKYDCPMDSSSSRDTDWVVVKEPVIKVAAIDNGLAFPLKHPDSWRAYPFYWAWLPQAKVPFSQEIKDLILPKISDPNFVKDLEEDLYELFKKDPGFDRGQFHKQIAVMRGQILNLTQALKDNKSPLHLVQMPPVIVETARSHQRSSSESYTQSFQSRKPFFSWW
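PI4K2A activity was measured by ADP-Glo luminescence: enzyme (4 ug/mL stock) and phosphatidylinositol (1.2 mM stock) in Tris pH 7.5/MgCl2/EGTA/Triton X-100 buffer were reacted with ATP (300 microM stock) for one hour at ambient temperature.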
TrxR1 substrate: substrates of rat thioredoxin reductase 1. actives 0.01% (n = 390,000). Potency, µM (series often up to 114 µM), for the others: at the top dose activity change, negative = substrate turnover. AID 588456. O89049. purified TrxR1 substrate turnover, NADPH consumption readout; also: potency is read from the fitted curve at half-maximal effect; % is scaled to controls: 0 for no effect and ±100 for the full control effect; nearly all actives have a fitted effect of over 50% in size
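Rat TrxR1, dispensed at 90 nM, was prereduced with 400 uM NADPH (final) for 5 min at ~22 deg C, then incubated with compound 15 min before 400 uM selenite. A first-read NADPH fluorescence drop versus no-compound background flagged substrates.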
Vif-APOBEC3G blk: Vif-A3G binding inhibition; Q9HC16; HeLa A3G-eYFP + Vif (tagged APOBEC3G with the HIV-1 protein that degrades it), YFP fluorescence, overnight; Potency, µM (series often up to 46.1 µM), inactives show top-dose activity, negative = active, most hits filed as inhibitors; actives 0.076% (n = 410,000); AID 602310;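 also: potency is read from the fitted curve at half-maximal effect; % is scaled to controls: 0 for no effect and ±100 for the full control effect; nearly all actives have a fitted effect of over 60% in size; hits raise eYFP signal because A3G escapes Vif-driven loss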
Target sequence (Q9HC16 whole entry, looked up): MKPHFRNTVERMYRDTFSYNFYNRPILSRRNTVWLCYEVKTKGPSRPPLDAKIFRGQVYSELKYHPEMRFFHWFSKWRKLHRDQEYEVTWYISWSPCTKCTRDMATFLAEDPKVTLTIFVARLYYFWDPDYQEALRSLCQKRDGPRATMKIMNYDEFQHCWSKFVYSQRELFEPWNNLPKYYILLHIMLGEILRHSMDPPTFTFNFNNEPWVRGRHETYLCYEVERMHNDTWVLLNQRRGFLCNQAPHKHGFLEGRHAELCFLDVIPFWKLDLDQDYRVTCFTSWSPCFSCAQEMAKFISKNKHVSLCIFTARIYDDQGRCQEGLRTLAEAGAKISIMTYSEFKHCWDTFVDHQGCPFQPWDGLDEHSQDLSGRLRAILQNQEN
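Read-out is eYFP fluorescence (Ex 488/Em 500-530) from Vif-expressing HeLa A3G-eYFP cells; more signal means A3G escaped Vif-mediated degradation. Cells plated overnight, compound pinned in, incubated overnight at 37 deg C.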
Vif-A3F inh: blocks the Vif interaction with APOBEC3F | HeLa A3F-eYFP + Vif (tagged APOBEC3F with the HIV-1 protein that degrades it), YFP fluorescence increase | Potency, µM (titrated, usually from 46.1 µM), without a hit: at the highest dose activity, negative = active | actives 0.2% (n = 390,000) | AID 602313; also: potency is read from the fitted curve at half-maximal effect; % of control where 0% means no effect; nearly all actives have a fitted effect of over 65% in size
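HeLa cells stably expressing A3F-eYFP plus Vif, plated and incubated overnight at 37 deg C, then exposed to compounds overnight at 37 deg C. Blocked degradation read as raised yellow fluorescence (Ex 488/Em 500-530).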
RXFP1 ag: activates the human relaxin receptor RXFP1 | actives 0.3% (n = 370,000) | AID 2676 | Potency, µM (highest dose often 57.5 µM), without a hit: top-dose activation, most hits filed as activators | HEK293T-RXFP1 cAMP TR-FRET, 30 min; response scale: percent of porcine relaxin response, buffer zero; also: potency is read from the fitted curve at half-maximal effect; % is scaled to controls: 0 for no effect and ±100 for the full control effect; nearly all actives have a fitted effect of over 60% in size; many of its hits are not listed in these tables
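HEK293 cells stably expressing RXFP1, treated 30 min at 37C with compounds plus PDE4 inhibitor Ro 20174; cAMP measured by HTRF TR-FRET. Normalized to buffer and 29 nM porcine relaxin; EC50 by Hill fit.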
USP1 inh: blocks the human USP1/UAF1 deubiquitinase complex | recombinant USP1/UAF1, Ub-Rhodamine cleavage fluorescence | O94782 | actives 0.23% (n = 390,000) | Potency, µM (titrated, usually from 57.1 µM), without a hit: at the top dose activity change, negative = inhibition, usual class: inhibitors; also: potency is read from the fitted curve at half-maximal effect; % is scaled to controls: 0 for no effect and ±100 for the full control effect; nearly all actives have a fitted effect of over 60% in size; inactives centre near -12
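1 nM enzyme complex + cpd, 15 min RT; start with Ub-Rho 150nM final; kinetic fluorescence ex 480/em 540, 6 reads q60 s. Buffer 50mM HEPES pH 7.8, 0.5mM EDTA, 0.1 mg/ml BSA, 1mM TCEP, 0.01% Tween-20.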
IDH1 R132H inh: human IDH1 R132H inhibition; AID 602179; Potency, µM (top dose mostly 76.6 µM), inactives show at the highest dose activity change, negative = inhibition, usual class: inhibitors; IDH1-R132H enzyme, NADPH consumption, diaphorase/resazurin fluorescence; O75874; actives 0.093% (n = 390,000); also: potency is read from the fitted curve at half-maximal effect; % is scaled to controls: 0 for no effect and ±100 for the full control effect; nearly all actives have a fitted effect of over 65% in size
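IDH1-R132H (0.5 ug/mL) preincubated 30 min with compound, then NADPH (0.016 mM) and alpha-KG (2 mM) added; 80 min at RT, pH 7.5. Remaining NADPH coupled via diaphorase/resazurin to fluorescence (540/590 nm); concentration-response curves normalized to no-enzyme control.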
* hit, by the source's call; ? = inconclusive; . = no result given; & = joins results of further samples; [ ] = dose if it differs, or a comment. Unless noted, calls follow the shape of the dose curve; as a rule, active = well fitted curve in the direction sought with a large enough effect; inconclusive = small, poorly fitted or top-dose-only effect, or another doubt; inactive = no such curve, though single readings can be large; an effect the other way counts as inactive or inconclusive. This is a subset (hit frequency here may not be typical).

No.	Molecule	LDHA block	GRP78 ERSR act	PI4K2A inh	TrxR1 substrate	Vif-APOBEC3G blk	Vif-A3F inh	RXFP1 ag	USP1 inh	IDH1 R132H inh
1	COc1cc2c(O)cc(C(=O)O)c(-c3cc(OC)c(OC)c(OC)c3)c2cc1OC	18	-1%	-2	0%[2.29 µM]	-4%	-2%	.	1%	8%
2	CC(NC(=O)CSc1nc2ccccc2c(=O)[nH]1)c1ccccc1 (configuration not stated)	-6	-8%	4	-3%	-2%	-37%	0.9%	4%	-1%
3	CCCCN(CC)CCNC(=O)c1cc2cc3ccc(Cl)cc3nc2o1	-8	-5%	3	7%[57.1 µM]	4%	-3%	0.7%	-16%	-3%
4	CCc1ccc(NC(=O)CSc2nc3n[nH]c(C)c3c(=N)n2-c2ccccc2C)cc1	-3	-3%	0	5%[57.1 µM]	-14%	-23%	16%	-25%	-1%
5	c1ccc([C@H]2CN3CCSC3=N2)cc1	-13	-2%&-2%	-1&3&2	9%[57.1 µM]	-5%	3%	-0.7%	-25%	-3%
6	O=C(CN1C(=O)C2(OCCCO2)c2ccccc21)NCc1ccccc1	-4	7%	7	14%[57.1 µM]	0%	-2%	0.8%	-9%	5%
7	C[C@H](CO)N1C[C@H](C)[C@@H](CN(C)C(=O)Nc2ccc(C(F)(F)F)cc2)Oc2c(cccc2N(C)C)C1=O	-6	-2%	3	-5%[57.1 µM]	0%	0%	.	-14%	48%[activator]
8	Nc1nc2ccc(OC(F)(F)F)cc2s1	-2	-8%&7%&1%&2%&2%	0&-5&2	1%[57.1 µM]	-6%	7%	-1.3%&1.2%	?	6%

Entries by screen from the list.
USP1 inh for entries 1–8, in order: 1%, 4%, -16%, -25%, -25%, -9%, -14%, ?

Following part:
No.	Molecule	LDHA block	GRP78 ERSR act	PI4K2A inh	TrxR1 substrate	Vif-APOBEC3G blk	Vif-A3F inh	RXFP1 ag	USP1 inh	IDH1 R132H inh
9	Clc1ccc2[nH]c3c(c2c1)CNCC3	-10	-5%	7	14%[57.1 µM]	3%	0%	-2.4%	-7%	-4%
10	CCC(C)Cn1cnc2c(Sc3c([N+](=O)[O-])ncn3C)nc(N)nc21 (configuration not stated)	1	-8%	-4	1%	-2%	9%	.	-14%	7%
11	CN(C)c1ccc(C(=O)N2CCCC(CCC(=O)N3CCN(c4ccccn4)CC3)C2)cc1 (configuration not stated)	-6	2%	5	-8%	0%	-4%	-2.6%	-17%	0%
12	CN(C)c1nc(N)nc(Cn2nnc(-c3ccc(C(F)(F)F)cc3)n2)n1	-2	2%	3	-5%[57.1 µM]	2%	-5%	-1.4%	-18%	6%
13	COc1ccccc1N1CCN(C(=O)c2oc3ccc(F)cc3c2C)CC1	4	-6%	0	3%	?	3%	0.0%	-13%	8%
14	Cc1onc(-c2ccccc2Cl)c1C(=O)OCN1C(=O)c2ccccc2C1=O	-4	7%	7	-2%	-1%	-2%	3.7%	-12%	1%
15	O=C(O/N=C1/CCSc2ccccc21)c1ccc(F)cc1	-3	4%	-7	4%	0%	-15%	4.0%	-13%	8%
16	CC(C)CC(=O)/C(=C/c1ccc(N(C)C)cc1)n1cncn1	-1	-2%	5	-19%	0%	1%	-4.4%	-27%	11%
17	CC(=O)Nc1ccc(S(=O)(=O)NC2CC(=O)N(c3ccc(C)cc3)C2)cc1 (configuration not stated)	-4	-5%	-1	4%[57.1 µM]	3%	0%	-0.2%	-17%	3%
18	COc1ccc(S(=O)(=O)N(CCc2ccccc2)CC(=O)Nc2cc(Cl)ccc2C)cc1	-4	-1%	6	-3%	0%	-6%	2.0%	-31%	-14%
19	CCCn1c(=S)[nH]c2cc(OC)c(OC)cc2c1=O	-14	-3%	4	8%	-8%	-13%	3.6%	-14%	0%
20	CCN(CC)CCn1c(=N)n(CCO)c2ccccc21	-9	-5%	2	3%	-1%	6%	1.1%	-17%	0%
21	COc1ccc(-n2c(SCC(=O)c3ccc[nH]3)nnc2-c2ccccc2)cc1	0	-5%	-11	-10%	-1%	-1%	8.7%	3%	1%
22	COc1ccc(C(C(=O)NCC2CCCO2)N(C(=O)CNC(=O)c2cccs2)c2ccc(C)cc2)cc1OC (configuration not stated)	-8	-2%	1	-2%	1%	8%	-2.3%	-22%	1%
23	COc1cc(CNc2ccc(N3CCCC3)cc2)ccc1OCc1ccccc1F	22	1%	-13	-13%	0%	-12%	-2.1%	?	19%
24	COc1ccc(CCn2c(NN)nc3c2c(=O)[nH]c(=O)n3C)cc1	8	-5%	-3	10%	?	-6%	0.0%	-23%	1%
25	Cc1ccc(-c2nnc(Oc3cccc(C)c3)c3ccccc23)cc1	-1	-2%	2	9%[57.1 µM]	-1%	-11%	-2.2%	-4%	2%
26	O=c1[nH]c2ccccc2n1CCCN1CCCCC1	1	2%	1	-10%[57.1 µM]	-2%	-4%	-0.3%	-12%	4%
27	CCN1C(=O)c2cccc3c(NC(=O)c4ccc(S(=O)(=O)N5CCOCC5)cc4)ccc1c23	5	5%	-6	5%[57.1 µM]	-2%	0%	0.3%	-4%	5%
28	CC(=O)N1CCN(S(=O)(=O)c2cccc(C(=O)OCc3cccc(F)c3)c2)CC1	-3	-6%	2	-12%	-1%	-2%	-0.3%	-4%	3%
29	Cc1c(C(=O)Nc2ccc(Oc3ccccc3)cc2)sc2nc3n(c(=O)c12)CCC3	-2	0%	7	9%	5%	-1%	0.5%	-14%	1%
30	COCCn1c(SCC(=O)N2CCCCC2)nc2c([nH]c3ccccc32)c1=O	-4	-3%	-2	7%	-3%	-5%	-1.8%	-20%	-7%
31	COc1ccc(CNC(=O)c2cc3cccc4c3n2CC(C)S4)cc1 (configuration not stated)	1	-2%	-2	24%	3%	-16%	25%	-15%	11%
32	CCOc1ccc(-c2nc(SCC(=O)NCCOC)c(-c3ccc(OC)c(OC)c3)[nH]2)cc1	-1	-1%	0	3%	4%	6%	-6.2%	8%	-14%
33	Cc1cccc(OCC(=O)N/N=C/c2cc([N+](=O)[O-])ccc2N2CCOCC2)c1	-10	-7%	3	-16%	0%	2%	-2.0%	-7%	18%
34	COC(=O)c1ccccc1NC(=O)C(Cc1ccccc1)N1Cc2ccccc2C1=O (configuration not stated)	6	0%	6	-1%	-7%	1%	4.1%	-11%	-8%
35	CC(NCC1COc2ccccc2O1)C(=O)NCc1ccccc1 (configuration not stated)	-24	-3%	-1	-8%[57.1 µM]	1%	2%	0.7%	-10%	12%
36	COCCNC(=O)/C(C#N)=C/c1ccc(N2CCOCC2)o1	-4	-1%	-5	?	-12%	-10%	-2.0%	?	4%
37	Cc1c(Nc2nc(-c3ccc(Cl)cc3)cs2)c(=O)n(-c2ccccc2)n1C	-4	-1%	3	-9%	-2%	11%	-1.2%	-7%	-2%
38	COCc1ccc([C@@H]2C[C@H]3CN(Cc4cccc(Cl)c4)C(=O)[C@]34CCCN24)o1	1	-3%	-2	2%	-3%	3%	0.0%	-23%	-8%
39	CCc1ccc(S(=O)(=O)Nc2ccc3c(c2)n(C)c(=O)c(=O)n3C)cc1	2	1%	6	1%[57.1 µM]	3%	-6%	14%	-20%	57%[activator]
40	Cc1nn(CC(=O)NCc2ccc(OC(C)C)cc2)c(=O)c2c(C)n(-c3ccc(Cl)cc3)nc12	-15	-2%	3	0%[57.1 µM]	-5%	1%	8.6%	?	-10%
41	Cc1ccccc1C(=O)NCCCNC(=O)c1ccco1	0	2%	2	11%[57.1 µM]	-3%	-11%	0.8%	-15%	0%
42	COc1ccccc1C(=O)OCC(=O)NCCNC(=O)COC(=O)c1ccccc1OC	-4	-7%	-3	-9%	0%	1%	0.0%	-5%	7%
43	CCN(CC(=O)NCc1ccc(Cl)cc1)C(=O)CSc1ccc(F)cc1	-2	-2%	1	-7%[57.1 µM]	0%	?	3.7%	-14%	3%

Part of the list above, with two lines to a compound.
Second line of a record: LDHA block	GRP78 ERSR act	PI4K2A inh	TrxR1 substrate	Vif-APOBEC3G blk	Vif-A3F inh	RXFP1 ag	USP1 inh	IDH1 R132H inh
35) CC(NCC1COc2ccccc2O1)C(=O)NCc1ccccc1 (configuration not stated)
  -24	-3%	-1	-8%[57.1 µM]	1%	2%	0.7%	-10%	12%
36) COCCNC(=O)/C(C#N)=C/c1ccc(N2CCOCC2)o1
  -4	-1%	-5	?	-12%	-10%	-2.0%	?	4%
37) Cc1c(Nc2nc(-c3ccc(Cl)cc3)cs2)c(=O)n(-c2ccccc2)n1C
  -4	-1%	3	-9%	-2%	11%	-1.2%	-7%	-2%
38) COCc1ccc([C@@H]2C[C@H]3CN(Cc4cccc(Cl)c4)C(=O)[C@]34CCCN24)o1
  1	-3%	-2	2%	-3%	3%	0.0%	-23%	-8%
